Runt-SMMHC FRET: inhibitors of human RUNX1 Runt domain binding to CBFb-SMMHC | Q01196+Q13951 | Cerulean-Runt/Venus-CBFb-SMMHC FRET ratio 530/480, 1 h | inhibition, % at 20 µM | actives 0.74% (n = 220,000) | AID 1434;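 active = mean inhibition across duplicate retests at 20 µM reaching about 50%, limit read from the data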;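 note: 0% = DMSO wells and 100% = wells with excess untagged CBFb-SMMHC; inhibitors lower the FRET ratio by blocking Runt binding to CBFb-SMMHC; some results filed as inactive read as strong as hits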
Hck-Nef inh: inhibitors of human Hck kinase activated by Nef; inhibition, % at 20 µM; Recombinant Hck-YEEI plus Nef, Z-Lyte FRET kinase assay; P08631; AID 463187; actives 0.68% (n = 220,000);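 active = Hck-Nef kinase inhibition above about 50%, limit read from the data; inactive = inhibition below that limit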;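 note: 0% = DMSO with Hck plus Nef and 100% = Hck alone without Nef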
Target sequence (P08631 whole entry, looked up): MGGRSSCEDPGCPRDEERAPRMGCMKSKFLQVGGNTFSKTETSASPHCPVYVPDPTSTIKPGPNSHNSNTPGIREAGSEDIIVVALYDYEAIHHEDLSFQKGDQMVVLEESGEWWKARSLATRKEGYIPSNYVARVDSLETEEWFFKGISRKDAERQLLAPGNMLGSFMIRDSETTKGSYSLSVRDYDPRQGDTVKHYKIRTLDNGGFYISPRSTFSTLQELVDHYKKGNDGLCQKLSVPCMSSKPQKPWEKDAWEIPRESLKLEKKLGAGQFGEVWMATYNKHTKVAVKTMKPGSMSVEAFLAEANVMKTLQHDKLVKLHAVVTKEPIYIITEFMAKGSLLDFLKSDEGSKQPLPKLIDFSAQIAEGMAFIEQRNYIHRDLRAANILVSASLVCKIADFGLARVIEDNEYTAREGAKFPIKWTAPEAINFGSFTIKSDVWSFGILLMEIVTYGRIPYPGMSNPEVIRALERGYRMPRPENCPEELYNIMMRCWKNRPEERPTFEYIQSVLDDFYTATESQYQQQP
NPY2 pot ag: human NPY-Y2 potentiation or agonism, primary screen | P49146 | actives 0.45% (n = 220,000) | activation, % at 3.6 µM | cells expressing NPY-Y2, potentiator/agonist read-out; in the data active = activation above about 27%;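 note: cells stimulated with NPY near EC25 plus isoproterenol at EC100; 0% = vehicle plus submaximal agonist and 100% = vehicle plus saturating agonist; some results beyond the cut were filed as inactive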
RBBP9 inhibitor: blocks human serine hydrolase RBBP9; recombinant RBBP9, FP-Rh probe fluorescence polarization; actives 0.2% (n = 220,000); inhibition, % at 7.94 µM; AID 1515; O75884;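 active = inhibition above the campaign mean of all tested compounds plus 3 SD, cut at about 14% in these data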;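 note: plate controls were DMSO wells with RBBP9 for no effect and wells lacking RBBP9 protein for full effect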
Target sequence (O75884 whole entry, looked up): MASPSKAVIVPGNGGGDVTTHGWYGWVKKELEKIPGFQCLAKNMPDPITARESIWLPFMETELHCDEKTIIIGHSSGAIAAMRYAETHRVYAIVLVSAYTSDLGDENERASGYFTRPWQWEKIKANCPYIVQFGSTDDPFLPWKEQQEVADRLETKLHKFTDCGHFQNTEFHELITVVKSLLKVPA
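Material: RBBP9 protein. Amount: RBBP9 at 2.5 µM in dispensed solution, before mixing. Schedule: 30 min then 45 min, 25 °C. Medium: Tris buffer pH 8.0, NaCl, Pluronic. Measured by: fluorescence polarization. Measure: percent inhibition from mP, scaled between DMSO and no-protein wells. Replication: one well per compound.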
Mdm2 ligase inh: blocks human Mdm2 ubiquitin ligase activity | cell-based MDM2 ubiquitination luciferase reporter, 2 h; 0 = plate control, 100 = twice control, blank-subtracted | signal enhancement, % at 5 µM | actives 0.11% (n = 210,000) | AID 1230;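 active = signal enhancement of 30% or more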;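 note: luminescence tracks abundance of the self-degrading MDM2-luciferase fusion protein; higher signal means inhibition of MDM2 E3 ligase activity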
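Material: Stable MDM2–luciferase fusion reporter cells | Amount: 2000 cells seeded into each well | Dosing: One concentration, 5 µM, with 0.2% DMSO | Incubation: 4 h cell settling then 2 h compound exposure, 37 °C | Measured by: Luciferase luminescence | Read-out basis: % enhancement relative to plate controls after blank subtraction | Benchmarks: Control and blank well means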
p97 ATPase inh: blocks human p97 ATPase activity. recombinant p97 ATPase, Kinase-Glo ATP luminescence, 3 h. inhibition, % at 8 µM. actives 0.42% (n = 220,000). P55072. AID 1481; in the data active = inhibition above about 15%;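 note: 0% = DMSO vehicle and 100% = wells lacking enzyme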
Runt-CBFb FRET: blocks binding of human RUNX1 Runt domain to CBFb; Cerulean-Runt/Venus-CBFb FRET ratio 530/480, 1 h; Q01196+Q13951; actives 0.46% (n = 220,000); inhibition, % at 20 µM;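 active = inhibition over about 50% at 20 µM in the single-dose screen, limit read from the data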;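 note: 0% = DMSO wells and 100% = excess unlabeled CBFb competitor control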
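System: Cerulean-labeled Runt domain protein | Quantity: 100 nM of each labeled protein | Schedule: 1 h compound exposure, room temperature | Detection: Fluorescence energy transfer, 422 nm excitation, 530/480 nm emission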
NPY-Y1 PAM-ag: potentiates or activates human NPY-Y1 receptor; P25929; NPY-Y1 expressing cells, potentiator/agonist activation; activation, % at 3.6 µM; actives 0.37% (n = 220,000); in the data active = activation above about 33%, passing the limit was not always enough;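 note: cells stimulated with NPY at EC10 then isoproterenol at EC100; 0% = low agonist plus stimulus and 100% = saturating agonist plus stimulus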
NPY Y1 blocker: antagonists of human neuropeptide Y receptor Y1. P25929. HEK293-CNG Y1 cells, membrane potential fluorescence; NPY at EC95, then isoproterenol. inhibition, % at 3.6 µM. actives 1% (n = 200,000);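 active = inhibition above the campaign mean inhibition of all tested compounds plus 3 SD, cut at about 20% in these data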;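 note: 0% = DMSO wells given NPY plus isoproterenol and 100% = isoproterenol alone without NPY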
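Material: HEK293 Y1/CNG channel cell line; also added: NPY (25 nM), isoproterenol (1 µM), Ro 20-1724 (25 µM); doses: one concentration, 3.6 µM, in 0.4% DMSO; schedule: compound incubation 1 h at room temperature, readout 45 min post-stimulation; technique: membrane potential fluorescence; measure: fluorescence ratio normalized to % inhibition between controls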
* marks the source's active call; other numbers are inactive results; · = no result given.

Field names: A = Runt-SMMHC FRET; B = Hck-Nef inh; C = NPY2 pot ag; D = RBBP9 inhibitor; E = Mdm2 ligase inh; F = p97 ATPase inh; G = Runt-CBFb FRET; H = NPY-Y1 PAM-ag; I = NPY Y1 blocker
Structure: CC(C)CC1(C)NC(=O)N(CCN2C(=O)c3ccccc3C2=O)C1=O (stereo unspecified)
  A: 2.2	B: 0.8	C: 5.3	D: 7.3	E: 2.9	F: 2.8	G: -0.4	H: 4.3	I: 7.1
Structure: CN(Cc1nc2ccccc2n1C)S(=O)(=O)c1ccc(Cl)cc1
  A: -1.8	B: 5.8	C: -16.3	D: -1.5	E: ·	F: -1.1	G: 0.8	H: -6.4	I: 4.0
Structure: O/N=C1/CCSc2ccccc21
  A: 2.8	B: -0.7	C: 5.8	D: -3.2	E: 3.0	F: 1.8	G: -2.7	H: -4.8	I: -3.5
Structure: COc1cc(C(=O)N[C@H](C(=O)Nc2nnc(C3CC3)s2)C(C)C)cc(OC)c1OC
  A: -0.1	B: 2.5	C: -9.0	D: -9.4	E: 2.4	F: -2.5	G: -1.9	H: -14.1	I: ·
Structure: CCc1cccc(CC)c1NC(=O)c1ccccc1
  A: -2.4	B: 6.5	C: -8.3	D: -2.5	E: 1.5	F: -0.3	G: -1.7	H: -2.5	I: 3.0
Structure: O=C(NC1CCCCCCC1)C1c2ccccc2C(=O)N1Cc1ccco1 (stereo unspecified)
  A: 4.9	B: 1.6	C: -28.1	D: -4.6	E: -34.4	F: 7.6	G: -1.4	H: 5.7	I: 11.3
Structure: COc1ccc(N=C2SC(C(=O)N3CCN(c4ccc([N+](=O)[O-])cc4)CC3)CC(=O)N2C)cc1 (stereo unspecified)
  A: -13.1	B: 5.5	C: -15.2	D: -6.2	E: -25.6	F: 4.4	G: -1.0	H: 8.0	I: 0.8
Structure: O=C(CSc1nnc(C2CCCCC2)o1)N1CCCCC1
  A: 3.0	B: 1.1	C: 0.3	D: 0.5	E: -2.1	F: 7.8	G: -2.2	H: -23.5	I: -1.7
Structure: CC1=NN(C(=O)c2ccco2)C(O)(c2ccccc2)C1 (stereo unspecified)
  A: -2.0	B: -2.1	C: 6.2	D: -8.6	E: -8.7	F: 4.3	G: -0.7	H: -0.5	I: ·
Structure: COc1ccc(-n2cc(C(=O)O)c(=O)cc2C)cc1
  A: 3.4	B: 23.1	C: 3.2	D: 3.4	E: 11.1	F: 4.7	G: -1.3	H: 3.4	I: 9.3
Structure: Cc1cccc(-[n+]2c(C)cc(C)c3c(=O)[nH]c(=O)[nH]c32)c1
  A: 4.9	B: 1.9	C: -0.1	D: -7.7	E: -13.5	F: -5.4	G: 4.8	H: -20.4	I: -5.4
Structure: COc1cc(OC)cc(C(=O)NCC(=O)N2CCC(C)CC2)c1
  A: 0.4	B: -0.6	C: -1.0	D: 1.8	E: -0.3	F: 2.1	G: ·	H: 6.3	I: 2.5
Structure: COc1ccc(S(=O)(=O)N2CCCCC2C(=O)O)cc1 (stereo unspecified)
  A: 2.8	B: 9.3	C: -2.0	D: -3.1	E: 4.7	F: 4.8	G: -2.2	H: 28.2	I: 4.5
Structure: Cc1cc(N2CCOCC2)nc(SCC(=O)c2ccccc2)n1
  A: 3.3	B: -7.8	C: -2.3	D: -7.4	E: -24.3	F: -8.0	G: -1.4	H: -13.1	I: -2.2
Structure: CC(=O)Nc1ccccc1C(=O)N1CCN(c2cccc(C)c2C)CC1
  A: -5.0	B: 18.5	C: -7.1	D: -0.7	E: -4.0	F: 1.4	G: 0.6	H: 10.6	I: 5.6
Structure: CCOP(=O)(OCC)C(Nc1ccccn1)c1ccc(F)cc1 (stereo unspecified)
  A: 2.3	B: 0.2	C: 5.4	D: -4.9	E: -4.5	F: 6.0	G: 3.1	H: 17.6	I: 0.2
Structure: CCC1Oc2ccc(C)cc2N(CC(=O)NCc2ccco2)C1=O (stereo unspecified)
  A: 1.1	B: 15.6	C: 1.3	D: 6.3	E: -12.7	F: 6.7	G: -0.7	H: 7.4	I: 9.3
Structure: CCOC(=O)CNC(=O)N1CCCC(C(=O)c2ccccc2SC)C1 (stereo unspecified)
  A: -1.7	B: 22.9	C: 3.8	D: -8.1	E: -1.2	F: -5.2	G: -1.7	H: 8.1	I: 0.2
Structure: O=C(C1=C[C@@H](c2coc3ccccc3c2=O)C[C@@H](OCc2ccc(CO)cc2)O1)N1CCCCCCC1
  A: 0.3	B: 7.5	C: -15.3	D: 1.8	E: ·	F: -0.6	G: -1.6	H: 2.2	I: 0.0
Structure: NC(=O)NC(c1ccccc1)c1ccccc1
  A: -0.4	B: -26.2	C: -2.7	D: 5.9	E: 18.5	F: 6.0	G: 1.4	H: -4.8	I: -0.4
Structure: COc1cccc(NC(=O)COC(=O)c2cccnc2)c1
  A: -6.5	B: 0.6	C: -12.3	D: -6.6	E: -20.1	F: 1.2	G: 1.1	H: -11.8	I: -0.4
Structure: COc1ccc(-c2cc(C(F)(F)F)nc(N3CCN(Cc4ccccc4)CC3)n2)cc1OC
  A: -1.1	B: 1.1	C: 19.6	D: 0.2	E: -6.0	F: 2.1	G: -6.5	H: -12.1	I: 3.2

Part of the list above in another layout:
molecule	Runt-SMMHC FRET	Hck-Nef inh	NPY2 pot ag	RBBP9 inhibitor	Mdm2 ligase inh	p97 ATPase inh	Runt-CBFb FRET	NPY-Y1 PAM-ag	NPY Y1 blocker
CC(=O)Nc1ccccc1C(=O)N1CCN(c2cccc(C)c2C)CC1	-5.0	18.5	-7.1	-0.7	-4.0	1.4	0.6	10.6	5.6
CCOP(=O)(OCC)C(Nc1ccccn1)c1ccc(F)cc1 (stereo unspecified)	2.3	0.2	5.4	-4.9	-4.5	6.0	3.1	17.6	0.2
CCC1Oc2ccc(C)cc2N(CC(=O)NCc2ccco2)C1=O (stereo unspecified)	1.1	15.6	1.3	6.3	-12.7	6.7	-0.7	7.4	9.3
CCOC(=O)CNC(=O)N1CCCC(C(=O)c2ccccc2SC)C1 (stereo unspecified)	-1.7	22.9	3.8	-8.1	-1.2	-5.2	-1.7	8.1	0.2
O=C(C1=C[C@@H](c2coc3ccccc3c2=O)C[C@@H](OCc2ccc(CO)cc2)O1)N1CCCCCCC1	0.3	7.5	-15.3	1.8	·	-0.6	-1.6	2.2	0.0
NC(=O)NC(c1ccccc1)c1ccccc1	-0.4	-26.2	-2.7	5.9	18.5	6.0	1.4	-4.8	-0.4
COc1cccc(NC(=O)COC(=O)c2cccnc2)c1	-6.5	0.6	-12.3	-6.6	-20.1	1.2	1.1	-11.8	-0.4
COc1ccc(-c2cc(C(F)(F)F)nc(N3CCN(Cc4ccccc4)CC3)n2)cc1OC	-1.1	1.1	19.6	0.2	-6.0	2.1	-6.5	-12.1	3.2

Source: PubChem BioAssay
